HepG2 viability: HepG2 cytotoxicity, counter-screen for TGF-b inhibitors; HepG2 CAGA-GFP viability, ATP luminescence, 18 h; Potency, µM (highest dose often 46.1 µM), without a hit: top-dose activity change, negative = cytotoxicity, actives largely listed as cytotoxic; hit rate 0.76% among 410,000; further: potency means the concentration at half of the fitted maximal effect; some results filed as inactive show a strong effect at the top dose
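HepG2 CAGA-GFP cells (1000/well, DMEM with 1% FBS) received compound, then TGF-beta at 500 pg/mL final, and were incubated 18 hours at 37 degrees C. Viability was read by CellTiter-Glo luminescence. Media-only wells were set as complete cell-killing and DMSO as no toxicity.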
S2 tox: cell viability loss in ATXN counter-screen | S2 cells (HEK-293 line with an ATXN2-luciferase reporter) viability, CellTiter-Fluor protease fluorescence, 24 h | Potency, µM (highest dose often 56.7 µM), usual class: cytotoxic | hit rate 0.49% among 400,000 | AID 651635; further: potency means the concentration at half of the fitted maximal effect; nearly all actives have a fitted effect of over 40% in size
Nrf2 inh: inhibitors of Nrf2 signaling | A549 ARE-Fluc reporter, luciferase luminescence, 18-24 h | Potency, µM (titrated, usually from 46 µM), inactives show at the highest dose activity change, negative = inhibition, actives largely listed as inhibitors | hit rate 2.1% among 360,000; further: potency means the concentration at half of the fitted maximal effect; on the % scale 0 is the no-effect control and ±100 the full control effect; nearly all actives have a fitted effect of over 60% in size
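In this cell-based qHTS, ARE-driven firefly luciferase in A549 cells reports Nrf2 activity; the luminescent signal after BugLite lysis is the measured value, with a prior CellTiter-Fluor read for cell health.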
EPAC2 agonist: EPAC2 (human) agonism | Potency, µM (top dose mostly 154 µM), for the others: at the highest dose activation, usual class: activators | AID 720711 | EPAC2 activation, biochemical qHTS; response scale: 100% = 6.5 mM cAMP response | Q8WZA2 | hit rate 0.079% among 360,000; further: potency means the concentration at half of the fitted maximal effect; nearly all actives have a fitted effect of over 50% in size
Target sequence (Q8WZA2 whole entry, looked up): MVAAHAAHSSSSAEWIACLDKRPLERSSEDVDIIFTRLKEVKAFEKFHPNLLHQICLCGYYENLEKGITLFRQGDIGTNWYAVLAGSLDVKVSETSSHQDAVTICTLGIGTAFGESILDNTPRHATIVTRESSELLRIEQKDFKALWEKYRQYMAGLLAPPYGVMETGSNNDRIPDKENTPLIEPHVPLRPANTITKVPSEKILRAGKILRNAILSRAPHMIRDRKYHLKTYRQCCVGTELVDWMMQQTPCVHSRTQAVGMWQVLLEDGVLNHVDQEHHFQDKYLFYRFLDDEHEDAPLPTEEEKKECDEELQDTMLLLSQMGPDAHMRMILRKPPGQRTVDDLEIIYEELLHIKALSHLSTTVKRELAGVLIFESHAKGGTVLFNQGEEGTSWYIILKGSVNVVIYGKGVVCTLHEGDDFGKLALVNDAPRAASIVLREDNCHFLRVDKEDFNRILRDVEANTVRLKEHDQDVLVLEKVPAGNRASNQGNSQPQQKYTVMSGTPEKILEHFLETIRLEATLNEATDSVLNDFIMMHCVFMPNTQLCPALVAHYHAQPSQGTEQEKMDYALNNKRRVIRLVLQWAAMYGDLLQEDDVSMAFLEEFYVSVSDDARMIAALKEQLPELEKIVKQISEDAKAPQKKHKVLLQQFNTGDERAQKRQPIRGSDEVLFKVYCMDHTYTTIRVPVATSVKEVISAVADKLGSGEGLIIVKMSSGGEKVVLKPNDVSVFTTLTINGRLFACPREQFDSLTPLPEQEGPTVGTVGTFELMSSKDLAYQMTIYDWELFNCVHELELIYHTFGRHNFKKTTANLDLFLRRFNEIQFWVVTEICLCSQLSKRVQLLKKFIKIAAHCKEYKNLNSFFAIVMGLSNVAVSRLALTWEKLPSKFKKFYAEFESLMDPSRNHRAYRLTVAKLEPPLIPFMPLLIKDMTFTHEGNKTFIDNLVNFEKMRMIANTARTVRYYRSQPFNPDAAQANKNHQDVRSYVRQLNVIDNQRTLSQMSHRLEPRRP
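Exchange assay: 100 nM EPAC2 with 250 nM Rap1B-BODIPY-GDP and 50 uM GDP. Fluorescence (ex 480/em 540 nm) read every 5 min for 30 min at room temperature. Data normalized to 6.5 mM cAMP as agonist control.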
IL2 activator: activates IL-2 in a cell-based reporter assay. IL-2 activation reporter assay, cell-based qHTS; stimulated with anti-CD3/CD4/CD28 beads; in transgenic mouse T cells. activation, % (series mostly up to about 46 µM). hit rate 0.065% among 360,000; in the data active means activation above about 50%; inconclusive means mostly about 30% to 49%; further: 0% is about no effect
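EGFP and DsRed fluorescence is measured by plate cytometry in unstimulated transgenic mouse T cells exposed to compound for 60 minutes, then stimulated 18 hours at 37 degrees C with anti-CD3/anti-CD4 beads plus anti-CD28.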
Nrf2 activator: activators of Nrf2 (ARE) signaling; AREc32 ARE-luciferase reporter (MCF7-derived line), luminescence, 24 h; Potency, µM (top dose mostly 46.1 µM), inactives show at the highest dose activation, usual class: activators; hit rate 0.31% among 410,000; further: potency means the concentration at half of the fitted maximal effect; % of control where 0% means no effect; nearly all actives have a fitted effect of over 65% in size
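ARE activation measured as luciferase luminescence (Steady-Glo, 30 min RT) in AREc32_Fluc cells after 24 hr compound exposure at 37 deg C, 5% CO2; cells seeded overnight at 1000/well in OPTI-MEM, 5% FBS.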
ATXN2 expr inh: ATXN2 expression inhibition. HEK-293 ATXN2-luciferase reporter, luminescence, 24 h. Potency, µM (top dose mostly 57 µM), without a hit: at the highest dose activity change, negative = inhibition, usual class: inhibitors. hit rate 0.72% among 360,000. AID 1745845; further: potency means the concentration at half of the fitted maximal effect; on the % scale 0 is the no-effect control and ±100 the full control effect; nearly all actives have a fitted effect of over 55% in size
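qHTS (up to 57 uM final) was run with 24 h compound exposure of reporter cells at 37 °C. Each well was multiplexed: SteadyGlo luminescence measured ATXN2-luciferase expression after a fluorogenic Gly-Phe-AFC viability readout (25 uM final).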
TGFb SMAD3 inh: TGF-b pathway inhibition; HepG2 CAGA-GFP TGF-b/SMAD3 reporter, GFP fluorescence, 18 h; TGF-beta stimulated, 500 pg/mL final; hit rate 1.2% among 410,000; Potency, µM (titrated, usually from 46.1 µM), inactives show at the top dose activity, negative = inhibition, hits mostly inhibitors; further: potency means the concentration at half of the fitted maximal effect; on the % scale 0 is the no-effect control and ±100 the full control effect; nearly all actives have a fitted effect of over 65% in size
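TGF-beta reporter screen: HEPG2 CAGA-GFP, 1% FBS, 500 pg/mL TGF-beta final, 18 h; per-cell GFP summed per well; curves fitted and categorized by class.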
A549 viability: counter-screen for Nrf2 inhibitors: cytotoxicity in A549 cells; Potency, µM (series often up to 46 µM), inactives show at the highest dose activity change, negative = cytotoxicity, actives largely listed as inhibitors; A549 ARE-Fluc cells, CellTiter-Fluor viability, 18-24 h; hit rate 0.16% among 390,000; AID 504648; further: potency means the concentration at half of the fitted maximal effect; on the % scale 0 is the no-effect control and ±100 the full control effect
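A549 ARE_Fluc cells in 5% FBS OPTI-MEM were exposed to compounds in concentration-response for 18-24 h at 37 deg C. Viability was read by CellTiter-Fluor fluorescence (Ex 405/Em 525) after 30 min, before the luciferase read.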
* marks the source's active call; other numbers are inactive results; i = inactive; ? = inconclusive; / = no result given; [ ] = dose if it differs, or a comment. Unless noted, the call rests on the fitted dose curve; in most records, active means well fitted curve in the direction sought with a large enough effect; inconclusive means small, poorly fitted or top-dose-only effect, or another doubt; inactive means no such curve, though single readings can be large; an effect the other way counts as inactive or inconclusive. Compounds as they come; 4.3% or so of the library scored in one or more.

SMILES	HepG2 viability	S2 tox	Nrf2 inh	EPAC2 agonist	IL2 activator	Nrf2 activator	ATXN2 expr inh	TGFb SMAD3 inh	A549 viability
O=c1c2c(nc3cc(-c4ccc(Cl)cc4)[nH]n13)CCS2	20%	i	8%	6%	1.9	0.9%	4%	0%	-4%
COCCOc1cc(COC)nc(-c2cccc(C)c2)n1	-18%	i	-4%	10%	1.4	-0.4%	/	-1%	-5%
CCOC(=O)c1[nH]c(C)c(CCC(=O)NCc2ccc(OC)cc2)c1C	2%	i	/	/	/	-0.4%	9%	19%	-3%
CCc1sc(C(=O)Nc2ccccc2N2CCOCC2)cc1C	-23%	i	-8%	13%	-1.1	0.4%	-11%	-19%	10%
OCCN1CCN(c2nc(NCc3ccco3)c3ccccc3n2)CC1	-3%	i	-4%	-3%	-0.6	-0.4%	-16%	9%	-5%
COc1ccc(NC(=O)c2ccc(NC(=O)CN3CCN(c4ccccc4)CC3)cc2)cc1	5%	i	4%	2%	0.0	-1.0%	-11%	3%	-8%
Cc1ccc(C(=O)N/C(=C\c2cccs2)C(=O)NC2CCCCC2)cc1	-5%	i	-10%	0%	0.7	0.2%	-15%	1%	3%
COc1ccccc1C(=O)Nc1ccnn1C1CCN(Cc2cc(C)c(C)cc2C)CC1	-67%	i	-18%	13%	-4.8	0.9%	-33%	?	-18%
CCCN1CCN(CCCNC(=O)C(CC)n2nc(C)c3sc4ccccc4c3c2=O)CC1 (stereo not drawn)	-17%	i	?	-1%	-2.1	-0.6%	-5%	-11%	-2%
O=c1c2sc3ccccc3c2n(Cc2cccc(Cl)c2)c(=O)n1Cc1ccc(F)cc1	0%	/	-22%	/	/	-0.3%	/	-4%	12%
Cc1cccc(C(=O)NC(CC(=O)O)c2ccc(OC3CCCC3)cc2)c1[N+](=O)[O-] (stereo not drawn)	1%	i	-15%	2%	1.1	0.8%	2%	31%[activator]	0%
CC(=O)N1CCN2C(=O)C1CCCC(=O)c1cc(C)ccc12 (stereo not drawn)	26%	i	7%	-83%[inhibitor][15.6 µM]	0.6	-0.1%	-4%	10%	3%
CC(=O)c1cccc(NC=C2C(=O)OC3(CCCCC3)OC2=O)c1	-16%	i	/	4%	-0.3	0.9%	-2%	37%[activator]	1%
N#Cc1ccc(-c2csc(-c3ccno3)n2)cc1	1%	i	-15%	7%	-3.2	2.9%	-9%	13%	2%
COC(=O)C1=C(N)Oc2cc(C)n(Cc3cccnc3)c(=O)c2C1c1ccc(OC)c(OC)c1 (stereo not drawn)	-2%	i	-8%	-6%	0.6	-0.1%	6%	-8%	-2%
Cc1sc2ncn3cnnc3c2c1C	30%	i	?	2%	0.4	0.1%	-3%	17%	0%
CC(=O)c1ccc2c(c1)OCCOCCOCCOCCOCCO2	-49%	i	2%	8%	0.0	-0.9%	12%	0%	1%
CS(=O)(=O)N(CCc1ccccc1)CC(=O)NCc1ccccc1	0%	i	1%	9%	-0.4	0.4%	-1%	7%	10%
C/C(=N\NC(=O)CC1N=C(Cc2ccccc2)NNC1=O)c1ccc(Br)cc1 (stereo not drawn)	-19%	?	-1%	10%	1.1	0.2%	/	-16%	-9%
O=C(CCc1ccccc1)N/N=C/c1cc(Br)ccc1O	-22%	i	9%	-8%	-0.6	2.7%	?	?	8%
O=C(c1nn2c(C(F)(F)F)cc(-c3cccs3)nc2c1Br)N1CCCc2ccccc21	-20%	i	?	2%	0.6	9.7%	28%	-15%	-2%
CS(=O)(=O)Nc1ccc(S(=O)(=O)N2CCCC2)cc1	-1%	i	-15%	-1%	-1.8	-0.7%	-24%	-1%	-4%
O=C(COC(=O)c1ncc(Cl)c(Cl)c1Cl)Nc1ccccc1OC(F)F	-3%	i	8%	15%	-1.8	3.8%	/	0%	-3%
CN(CC(=O)Nc1ccccc1Br)C(=O)c1ccccc1OCc1ccc(Cl)cc1	-19%	i	-29%	8%	-3.2	-0.8%	-18%	-16%	-15%
CSCCC(NS(=O)(=O)c1cccc(C(F)(F)F)c1)C(=O)N(C)Cc1ccc2c(c1)OCCO2 (stereo not drawn)	-17%	i	?	27%	-0.6	-0.5%	-6%	?	1%

Complete entries, quoted from the list. Order of screens: HepG2 viability	S2 tox	Nrf2 inh	EPAC2 agonist	IL2 activator	Nrf2 activator	ATXN2 expr inh	TGFb SMAD3 inh	A549 viability
`CC(=O)c1cccc(NC=C2C(=O)OC3(CCCCC3)OC2=O)c1` across the screens: -16%	i	/	4%	-0.3	0.9%	-2%	37%[activator]	1%
`O=C(c1nn2c(C(F)(F)F)cc(-c3cccs3)nc2c1Br)N1CCCc2ccccc21` across the screens: -20%	i	?	2%	0.6	9.7%	28%	-15%	-2%

Following part:
SMILES	HepG2 viability	S2 tox	Nrf2 inh	EPAC2 agonist	IL2 activator	Nrf2 activator	ATXN2 expr inh	TGFb SMAD3 inh	A549 viability
COc1ccc(-n2c(=O)c3c(c4cc(OC)ccc4n3C)n(Cc3cccc(OC)c3)c2=O)cc1	-56%	i	?	/	/	-0.3%	-9%	?	0%
COc1ccc(/C=N/Nc2nc(-c3cccc(S(=O)(=O)N4CCCC4)c3)cs2)c(OC)c1	-39%	i	?	1%	0.3	3.5%	-13%	?	-6%
Cc1ccc(N(C(C)C(=O)N2CCCCC2)S(C)(=O)=O)cc1C (stereo not drawn)	3%	i	5%	6%	1.2	-0.1%	-5%	16%	0%
O=C(c1cn(CC(=O)N2CCCCC2)c2ccccc12)C1CC1	3%	i	8%	-1%	-0.6	0.1%	1%	-7%	-7%
C[C@H](CO)N1C[C@H](C)[C@@H](CN(C)Cc2ccccc2)Oc2c(NC(=O)C3CC3)cccc2C1=O	-9%	i	-24%	-3%	-0.1	5.2%	-26%	-19%	5%
Cc1ccc(-n2nc3c(=O)n(CC(=O)NCc4ccccn4)nc(C)c3c2C)cc1	8%	i	1%	-2%	0.5	-0.7%	/	-11%	2%
CC(=O)Nc1ccc(SCC(=O)NC(=O)c2ccc(Cl)cc2)cc1	-27%	i	/	6%	-3.7	2.0%	/	-15%	/
O=C(c1cc(-c2ccc(Cl)cc2)n[nH]1)N1CCN(C(=O)c2ccco2)CC1	1%	i	-22%	-4%	-2.6	3.5%	-5%	-9%	3%
C[C@H]1CN([C@@H](C)CO)S(=O)(=O)c2ccc(C#CC3CC3)cc2O[C@H]1CN(C)C(=O)c1cccnc1	10%	i	/	-8%	5.3	-0.5%	2%	0%	/
CCN(CC)C(=O)CSc1nc2ncc(Cl)cc2[nH]1	0%	i	/	-13%	-2.3	0.9%	-2%	-22%	-4%
Cc1cccc(C(=O)NCCC(=O)NCc2ccccc2F)c1	7%	i	7%	7%	0.0	-0.6%	5%	13%	2%
COC(=O)C1CSC(C(=O)OC)N1C(=O)CN1CCN(c2ccccc2)CC1 (stereo not drawn)	10%	i	2%	7%	4.0	0.1%	-2%	0%	7%
O=C(Nc1ncc(Cc2cccc(Cl)c2)s1)c1ccc([N+](=O)[O-])cc1	-20%	i	?	3%	-1.5	0.4%	-9%	?	-10%
COc1cc(OC)cc(C(=O)NNC(=O)c2ccc(S(=O)(=O)N3CC(C)OC(C)C3)cc2)c1 (stereo not drawn)	-14%	i	10%	-4%	1.1	-0.6%	2%	3%	1%
COc1cc(CC(=O)OCC(=O)c2ccc3c(c2)OCCO3)cc(OC)c1OC	-6%	?	8%	2%	-1.0	-0.8%	6%	-26%	?
S=C(c1c[nH]c2ccccc12)N1CCCC1	20%	i	?	1%	0.6	-0.2%	-24%	8%	1%
CCc1cc(/C(Cc2ccc3ccccc3n2)=N\O)c(O)cc1O	-25%	i	-31%	15%	-6.1	4.7%	15%	?	-12%
CCn1c(C)c(C(C)=O)c(N2CCN(c3ccccn3)CC2)nc1=S	39%	i	4%	-1%	-1.9	-0.5%	5%	-24%	1%
Cc1c(Cl)cccc1NC(=O)Nn1cnnc1	12%	i	2%	1%	-1.0	-0.8%	15%	6%	2%
CN1CCN(CC(=O)C23CC4CC(CC(C4)C2)C3)CC1	-34%	i	13%	3%	-1.7	6.3%	6%	1%	-11%
CN(CC(=O)Nc1ccc(N2CCOCC2)cc1)C(=O)C12CC3CC(CC(C3)C1)C2	-4%	i	10%	-1%	-4.8	0.1%	-10%	-18%	13%
C(=N\N=C\c1cccnc1)/c1cccnc1	-1%	i	9%	-1%	-0.5	0.3%	-8%	?	-2%
CCOC(=O)C1=C(COC(=O)c2ccc([N+](=O)[O-])s2)NC(=O)NC1C (stereo not drawn)	-122%	?	-9%	3%	0.5	-2.3%	/	11µM*	-4%
CCOc1cc(/C=N/NC(=O)c2ccncc2)ccc1OC(=O)c1ccccc1	-16%	i	8%	-5%	-0.2	2.0%	-7%	-20%	3%
CCN(Cc1nc(-c2ccccc2)no1)C(=O)COc1cccc(OC)c1	-20%	i	31%	3%	1.1	0.1%	5%	-2%	27%
Cc1ccc(NC(=O)c2nc[nH]c2C(=O)N[C@@H](C)C(=O)OC(C)(C)C)cc1	-52%	?	?	2%	-0.5	-1.9%	-28%	?	-2%
CCc1ccc(/C=N/NC(=O)c2cc(C)on2)s1	-2%	i	1%	5%	-4.9	-0.1%	22%	11%	8%
COc1ccccc1-c1nnc(SC(C)C(=O)Nc2ccc(C(N)=O)cc2)o1 (stereo not drawn)	-18%	i	11%	3%	-4.4	2.7%	1%	-7%	-7%

Given with bars between the fields: part of the list above.
SMILES | HepG2 viability | S2 tox | Nrf2 inh | EPAC2 agonist | IL2 activator | Nrf2 activator | ATXN2 expr inh | TGFb SMAD3 inh | A549 viability
C(=N\N=C\c1cccnc1)/c1cccnc1 | -1% | i | 9% | -1% | -0.5 | 0.3% | -8% | ? | -2%
CCOC(=O)C1=C(COC(=O)c2ccc([N+](=O)[O-])s2)NC(=O)NC1C (stereo not drawn) | -122% | ? | -9% | 3% | 0.5 | -2.3% | / | 11µM* | -4%

Assay outcomes: PubChem BioAssay, National Center for Advancing Translational Sciences (NCATS)
